# PV pol inh: inhibitors of poliovirus RNA polymerase binding and polymerization. poliovirus polymerase elongation, fluorescence polarization; hits give low values. P03300. actives 0.66% (n = 150,000). AID 588519. % elongation, % (compound at 16.7 µg/mL); in the data active means % elongation below about 90%; further: some results filed as inactive read as strong as hits
# Target sequence (P03300 1749-2209 limits assumed): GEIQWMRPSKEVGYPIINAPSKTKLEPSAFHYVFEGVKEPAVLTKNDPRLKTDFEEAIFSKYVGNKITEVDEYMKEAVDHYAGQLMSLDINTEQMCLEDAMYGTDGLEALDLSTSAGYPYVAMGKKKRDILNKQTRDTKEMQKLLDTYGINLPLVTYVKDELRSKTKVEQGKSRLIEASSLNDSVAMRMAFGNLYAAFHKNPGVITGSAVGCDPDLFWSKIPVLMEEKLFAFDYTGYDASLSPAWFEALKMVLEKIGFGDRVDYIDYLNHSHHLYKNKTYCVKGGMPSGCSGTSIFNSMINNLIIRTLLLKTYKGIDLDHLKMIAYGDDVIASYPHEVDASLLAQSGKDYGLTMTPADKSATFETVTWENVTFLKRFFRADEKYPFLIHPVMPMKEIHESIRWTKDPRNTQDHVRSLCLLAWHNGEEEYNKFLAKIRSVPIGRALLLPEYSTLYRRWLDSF
# PV pol inh FP z-score: further read-out of PV pol inh, marked with its call; z-score; measured here: FP z-score; hits read low
# * = called active by the depositor; & = joins results of further samples. An excerpt. The share of hits here may be higher or lower than overall.
SMILES,PV pol inh,PV pol inh FP z-score
CC(C)CC1(C)N=C(c2ccccc2)C(=S)N1 (centres undefined),100,-0.5
O=C(NC1CCCC1)C(c1ccc(Cl)cc1)N1CCCCC1 (centres undefined),101,0.2
CC12CCC(=O)N1c1ccccc1C(=O)N2c1ccc(F)cc1 (centres undefined),98,-0.9
c1ccc(C(c2cccs2)c2c[nH]c3ccccc23)cc1 (centres undefined),111,1
COc1ccc(NC(=O)CCS(=O)(=O)c2nc(-c3cccs3)cc(C(F)(F)F)n2)cc1,107,0.4
Cc1cccc(Cn2nnc(C(=O)Nc3cc(C)ccc3C)c2N)c1,106,0.1
Oc1cccc(-c2nc3ncccn3c2Nc2cccc(C(F)(F)F)c2)c1,107,0.7
COc1ccc(NC(=O)CSCc2ccc(C)cc2)cc1,99,-0.2
O=S(=O)(c1cc(Cl)ccc1Cl)N(Cc1ccco1)C(F)F,102,0.1
COC(=O)c1cc(N2CCCCC2)ccc1NCc1cc2ccc(OC)cc2[nH]c1=O,102,0.3
COc1ccccc1OCCCSc1nc(-c2ccc(C(C)(C)C)cc2)nc2cc(=O)[nH]n12,108,0.3
CCc1cccc(C)c1Nc1c(-c2cccs2)nc2nc(C)cc(C)n12,112,-0.1
Cc1ccnc(NC(c2ccccc2F)c2ccc3cccnc3c2O)c1 (centres undefined),114,1
Cc1cc(Cl)ccc1NC(=O)CSc1nc2c(c(=O)[nH]1)CCC2,112,0.9
Cc1cccc2c1-c1sc(C(=O)NCc3ccccc3Cl)cc1CO2,107,0.7
CC(C)/C=C1\CCCCC1N(C)C(=O)NC(C)C (centres undefined),102,0
CC1CCCC(NC(=O)CCCn2ncn3c(cc4occc43)c2=O)C1C (centres undefined),103,0.4
CCCNC(=O)CCc1c(C)nc2nc(-c3cc(OC)cc(OC)c3)nn2c1C,101,-1.8
Clc1ccccc1CSc1nnnn1-c1ccccc1,104,0.4
CCOC(=O)N1CCC(NC(=O)c2cccc3c2C(=O)N(CCOC)C3)CC1,99,-0.6
Cc1oc2cc3oc(=O)c(CC(=O)NCc4ccccc4)c(C)c3cc2c1C,109,0.2
CCOC(=O)CN1CC23C=CC(O2)C(C(=O)Nc2ccc(C(C)C)cc2)C3C1=O (centres undefined),101,0.1
c1cc(-c2nnc3n2CCC3)ccn1,100,-0.1
Cc1cc(C)nc(Sc2ccc3nnnn3n2)n1,99,-0.9
CCOc1ccc(NC(=O)CC2CC3CCC2C3)cc1 (centres undefined),101,-0.6
Cc1cc(C)c(NC(=O)/C=N/OCn2nnc3ccccc3c2=O)c(Cl)c1,99,-0.8
CCCC(CCC)C(=O)Nc1cccc(-c2cn3cccnc3n2)c1,108,0.3
Cc1ccc(-n2c(O)c(C=Nc3ncnc4nc[nH]c34)c3ccccc3c2=O)cc1C,99,-0.6
O=C(NCc1ccccc1Cl)c1c2c(nc3ccccc13)C(=O)N(C1CCCCC1)C2,104,-0.1
COc1ccc(-c2cn3c(C)c(C(=O)N4CCc5ccccc54)sc3n2)cc1,100,-0.6

# Three compounds from above, ordered by SMILES length, ascending.
SMILES,PV pol inh,PV pol inh FP z-score
CC(C)/C=C1\CCCCC1N(C)C(=O)NC(C)C (centres undefined),102,0
Cc1oc2cc3oc(=O)c(CC(=O)NCc4ccccc4)c(C)c3cc2c1C,109,0.2
O=C(NCc1ccccc1Cl)c1c2c(nc3ccccc13)C(=O)N(C1CCCCC1)C2,104,-0.1

# Returning to the listing; the 5 compounds before the break are reprinted first.
SMILES,PV pol inh,PV pol inh FP z-score
Cc1cc(C)c(NC(=O)/C=N/OCn2nnc3ccccc3c2=O)c(Cl)c1,99,-0.8
CCCC(CCC)C(=O)Nc1cccc(-c2cn3cccnc3n2)c1,108,0.3
Cc1ccc(-n2c(O)c(C=Nc3ncnc4nc[nH]c34)c3ccccc3c2=O)cc1C,99,-0.6
O=C(NCc1ccccc1Cl)c1c2c(nc3ccccc13)C(=O)N(C1CCCCC1)C2,104,-0.1
COc1ccc(-c2cn3c(C)c(C(=O)N4CCc5ccccc54)sc3n2)cc1,100,-0.6
CC(=O)c1ccc(S(=O)(=O)N2CCn3cccc3C2c2ccc(C)cc2)cc1 (centres undefined),103,-0.5
Cc1nc(SC(C)C(=O)NC2(C#N)CCCCC2)c2ccccc2n1 (centres undefined),101,-0.2
CCn1c(CSc2nnc3ccccn23)nc2cc(S(=O)(=O)N(C)C)ccc21,100,-0.3
Cc1ccc2oc(-c3ccc4c(c3)OCO4)cc(=NC(C)C(=O)O)c2c1 (centres undefined),100,-0.2
COc1ccc(/C=C(/NC(=O)c2ccccc2)C(=O)N2CC3(C)CC2CC(C)(C)C3)cc1 (centres undefined),104,0.6
COc1ccccc1C(=O)N(c1ccc(C)cc1)S(=O)(=O)c1ccc(Cl)cc1,105,0.2
COc1ccc(NC(=O)c2c(-c3ccc(C)cc3)nnc3ccccc23)cc1Cl,105,-0.5
CSc1ccccc1NC(=O)CC1Nc2ccccc2NC1=O (centres undefined),102,0.1
COc1ccc(C(=O)N2CCC(c3nc4ccccc4o3)CC2)cc1,102,-0.1
OCc1ccccc1CNc1ccc(F)cc1,101,-0.2
O=C1NC(c2ccco2)Nc2ccccc21 (centres undefined),103,0.7
CN(C)CCCNc1nc(-c2cccnc2)nc2ccccc12,105,0.5
COc1ccc(C(=O)OCC(=O)Nc2ccc(N(C)C)cc2)cc1,102,-0.1
O=C(O)/C=C\C(=O)N1CCN(Cc2ccc3c(c2)OCO3)CC1,106,0.2
O=C1[C@H]2CSC3(C(=O)c4ccccc4C3=O)N2C(=O)[C@H]2CSC3(C(=O)c4ccccc4C3=O)N12,99,-0.2

# Molecules above that have a Cl atom:
SMILES,PV pol inh,PV pol inh FP z-score
O=C(NC1CCCC1)C(c1ccc(Cl)cc1)N1CCCCC1 (centres undefined),101,0.2
O=S(=O)(c1cc(Cl)ccc1Cl)N(Cc1ccco1)C(F)F,102,0.1
Cc1cc(Cl)ccc1NC(=O)CSc1nc2c(c(=O)[nH]1)CCC2,112,0.9
Cc1cccc2c1-c1sc(C(=O)NCc3ccccc3Cl)cc1CO2,107,0.7
Clc1ccccc1CSc1nnnn1-c1ccccc1,104,0.4
Cc1cc(C)c(NC(=O)/C=N/OCn2nnc3ccccc3c2=O)c(Cl)c1,99,-0.8
O=C(NCc1ccccc1Cl)c1c2c(nc3ccccc13)C(=O)N(C1CCCCC1)C2,104,-0.1
COc1ccccc1C(=O)N(c1ccc(C)cc1)S(=O)(=O)c1ccc(Cl)cc1,105,0.2
COc1ccc(NC(=O)c2c(-c3ccc(C)cc3)nnc3ccccc23)cc1Cl,105,-0.5

# Whole records, looked up by structure. Order of values: PV pol inh	PV pol inh FP z-score
# Results for OCc1ccccc1CNc1ccc(F)cc1 = 101	-0.2
# Results for COc1ccccc1C(=O)N(c1ccc(C)cc1)S(=O)(=O)c1ccc(Cl)cc1 = 105	0.2

# The results go on.
SMILES,PV pol inh,PV pol inh FP z-score
CC(N=C1NC(C)(C)Cc2ccccc21)C(=O)O (centres undefined),105,1
Cc1ccc(C2C=C(c3ccccc3)NC(=O)C2C#N)cc1 (centres undefined),101,-0.1
CCc1cccc(NC(=O)c2c(C)oc3ncnc(N4CCCCC4)c23)c1,112,0.6
Cc1[nH]nc2c1C(C(C)C)C(C#N)=C(N)O2 (centres undefined),105,0.2
O=C(O)c1ccc2c(c1)nc1n2CCCC1,103,0.4
O=C(CSc1nc(=O)[nH]c2c1CCC2)NCc1ccc(Cl)cc1,109,0.7
COc1cc(C(=O)/C=C/Nc2cc(C)ccc2O)cc(OC)c1OC,109,1.8
COc1cccc(CNS(=O)(=O)c2ccc3c(c2)C(C(C)C)C(=O)N3)c1 (centres undefined),105,-0.7
Cc1ccc(S(=O)(=O)C2(C(=O)N3CCN(c4ccccc4)CC3)CC2)cc1,103,0.5
CCC(CC)c1nnc(NC(=O)Cc2csc(C)n2)s1,101,-0.5
O=C(NCc1nc2ccccc2[nH]1)c1ccc(S(=O)(=O)N2CCCC2)cc1,107,0.7
COc1cc(NC(=O)CSc2ccc(-c3ccccn3)nn2)cc(OC)c1,110,0.5
CCCCOC(=O)/C(C#N)=C\c1ccc(-c2ccc(Cl)cc2)o1,108,0.7
COc1ccc(CNC(=O)c2ccc(CNC(N)=O)cc2)cc1,105,0.2
O=C(NCc1ccccc1)c1ccc2nc3ccccc3c(=O)n2c1,103,1
COc1cc2c(cc1OC)C1CN3CCc4cc(OC)c(OC)cc4C3CN1CC2 (centres undefined),104,0.4
COc1ccccc1N(CC(=O)Nc1ccc2c(c1)OCO2)S(=O)(=O)c1ccc(C)cc1,98,-2.1
Cc1cc(C)cc(NC(=O)N2CCC(CN3CCc4ccccc4C3)CC2)c1,115,0.8
FC(F)(F)c1cccc(N2CCN(CCN3CCOCC3)CC2)c1,102,0.1
CCc1ccc(OC(=O)c2sc3ncn(Cc4cccc(F)c4)c(=O)c3c2C)cc1,106,0.3
Cc1ccc(Oc2cc(C)nc(-c3ccccc3O)n2)cc1,101,-0.1
N#CC1=C(CBr)NC(CBr)=C(C#N)C12CCCCC2,99,-0.7
COC(=O)C(Cc1ccccc1)NC(=O)c1n[nH]c(=O)c2ccccc12 (centres undefined),101,-0.2
COC(=O)c1ccccc1NC(=O)CN(c1ccc(Cl)cc1)S(=O)(=O)c1ccc(OC)cc1,106,0.3
CCC(CC)C(=O)N1CC(=O)Nc2ccc(F)cc2C1c1ccccc1 (centres undefined),102,0.8
CC1=C(C(=O)Nc2ccc(C)cc2)C(c2ccc(C)o2)C2=C(CC(C)(C)CC2=O)N1 (centres undefined),103,0.7
Oc1ccc(N=Cc2ccc(F)c(F)c2)cc1N=Cc1ccc(F)c(F)c1,96,-2.3
CC1CC(C)CN(S(=O)(=O)c2ccc(NC(=O)CNC(=O)c3ccco3)cc2)C1 (centres undefined),107,0.7
Cc1nn(Cc2ccc(C(=O)Sc3ccc(C(F)(F)F)cn3)o2)c(C)c1Br,104,0
COc1ccc(-c2noc(N3CCC(C(=O)Nc4cccc(C)c4C)CC3)n2)cc1,110,0.6
O=C(CC(SCc1ccco1)c1ccc(O)cc1)c1ccco1 (centres undefined),101,0
CCOC(=O)c1ccccc1NC(=O)CN(c1cc(C(F)(F)F)ccc1Cl)S(C)(=O)=O,106,0.4
COc1ccc(OC)c2c(C)cc(Cl)nc12,99,-0.2
CNC(=O)Nc1c[nH]c2cc(Cl)ccc2c1=O,100,-0.7
O=C(COC(=O)c1cc(=O)[nH]c2ccccc12)NCc1ccco1,107,0.6
COc1ccc(S(=O)(=O)NCCc2nnc3ccc(SCC(=O)Nc4cc(C)cc(C)c4)nn23)cc1,118,1.6
COC(=O)c1cn(Cc2cc(OC)ccc2OC)cc(F)c1=O,102,0.2
O=C(O)c1ccccc1OCCOc1ccccc1,101,-0.1
CC(NC(=O)C1CCCC1)c1ccccc1 (centres undefined),103,0.7
Cc1oc2cc(O)ccc2c(=O)c1Oc1ccc(Cl)cc1,106,0.3
Cc1onc(-c2c(Cl)cccc2Cl)c1C(=O)N=C(N)N1CCCC1,104,0
O=C(NCCn1cc(SCc2cccc(F)c2)c2ccccc21)c1cccc(C(F)(F)F)c1,107,0.6
Cc1ccc(-c2nc3ccccc3o2)cc1NC(=O)c1ccc2c(c1)OCO2,99,-0.3
CN(Cc1ccccc1)C(=O)CSc1nc(-c2ccc(F)cc2)cc(C(F)(F)F)n1,102,-0.3
CN1C(=O)C(C)(C)c2cc(S(=O)(=O)N3CCCC3C(=O)NCc3ccc(F)cc3)ccc21 (centres undefined),103,0
Cc1cc(C)nc(N/C=C(\C#N)C(=O)c2ccoc2C)n1,102,0.1
COc1ccc(C(=O)c2c(C(F)(F)F)oc3c2C(=O)c2ccccc2C3=O)cc1OC,96,-0.9
Cc1cc(NC(=O)CCn2c(=O)c3cccn3c3cccnc32)ccc1Br,118,2
CCn1c(=S)ccc2cc(OC)ccc21,101,-0.1
COc1ccc(Cl)cc1NC(=O)c1cnc2sc(N3CCOCC3)nn2c1=O,103,-0.2
CN(C(=O)c1cn(C2CCCC2)c(=O)c2c1c1ccccc1n2C)c1cccc(C(F)(F)F)c1,102,-0.1
COC(=O)C(C)NC(=O)c1ccc(C)cc1 (centres undefined),102,0.1
COc1ccc(OC)c(NC(=O)Nc2c(C)n(C)n(-c3ccccc3)c2=O)c1,102,-1.8
Cc1ccccc1NCC(=O)N/N=C\c1ccccc1,98,-0.9
Cc1ccc(/C=C/C(=O)N(Cc2ccccc2)c2ccccn2)cc1,104,0.4
Cc1cc(C)n2nc(C(=O)OCc3cccc(S(=O)(=O)N(C)C)c3)nc2n1,105,0.3
CCOc1ccc(NC(=O)Cn2c(=O)n(CC3CCCO3)c(=O)c3ccccc32)cc1 (centres undefined),110,1.1
O=C(NCCn1cc(SCc2ccc(Br)cc2)c2ccccc21)c1cccs1,109,1.1
COC(=O)c1cc2oc3ccccc3c2n1Cc1cccc(C)c1,105,-0.4
COc1ccc(-c2noc(CSc3nc(C)cc(=O)[nH]3)n2)cc1OC,102,-0.4
# (next part)
SMILES,PV pol inh,PV pol inh FP z-score
CN1CCN(C/C=C/c2ccccc2)CC1,100,-0.4
CC1=C(/C=C/C(C)=C/C=C/C(C)=C/C(=O)Nc2ccc(O)cc2)C(C)(C)CCC1,101&101,0&0.3
CCN(CC)c1ncc(Br)cn1,103,0.1
CCOC(=O)c1[nH]c(C)c(CCC(=O)Nc2ccc(Br)c(C)c2)c1C,103,-1
O=C(COCc1cc(-c2cccs2)on1)NCc1ccc(F)cc1,108,0.1
NC(/N=C/c1ccccc1O)=N\S(=O)(=O)c1ccc(N=Cc2ccccc2O)cc1,102,0.2
Cc1ccc(C)c(S(=O)(=O)c2nnn3c2nc(NCc2cccs2)c2sccc23)c1,112,0.7
CCN(CC)C(=O)c1nn(-c2ccc(OC)cc2)c(=O)c2c1c1ccccc1n2C,102,-0.1
CSc1nnc2nc3c(nn12)c1ccccc1n3C,100,-0.2
O=C1/C(=C/c2ccc(N3CCOCC3)cc2)CCC1C1CCCC1 (centres undefined),101,0.2
Cc1ccc(C(=O)OCC(=O)c2cc(C)n(Cc3ccco3)c2C)cc1,101,-0.3
COc1ccc(Cn2c(CCC(=O)Nc3ccc(CC#N)cc3)nc3cccnc32)cc1,101,0.2
Cc1sc2ncn3cnnc3c2c1-c1ccccc1,97,-0.6
COc1cccc(C(=O)NC2=NC(c3ccc(N(C)C)cc3)CC(=O)N2)c1 (centres undefined),103,-0.8
O=C1CC(NNc2nc3ccccc3s2)C(=O)N1c1ccccc1 (centres undefined),102,0.9
CCN(CC)CC#CCOC(=O)C(O)(c1ccccc1)C1CCCCC1 (centres undefined),99,-0.2
